High-throughput results (PubChem BioAssay)
TLR4-MyD88 BLA: TLR4-MyD88 interaction inhibition in cells | O00206+Q99836 | HeLa CL3-4 TLR4/MyD88 BLA complementation, FRET ratio | inhibition, % at 8.4 µM | actives 0.18% (n = 200,000) | AID 861; in the data active = inhibition above about 25%;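 note: 0% = vehicle and 100% = reference inhibitor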
Diaph inh CS: diaphorase inhibition or chemical oxidation counter-screen. diaphorase resazurin-to-resorufin fluorescence, NADH, 16 min; bacterial (C. kluyveri) enzyme, not human. inhibition, % at 20 µM. actives 0.69% (n = 190,000). AID 1217;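 active = primary screen inhibition at 20 µM above a set limit, cut at about 50% in these data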;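 note: plate controls were DMSO with full reaction for no effect and wells lacking NADH for full effect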
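Test system: diaphorase enzyme from Clostridium kluyveri; amount: diaphorase at 0.14 U/mL in enzyme working solution; detection: fluorescence of resorufin formed from resazurin, Ex 544/Em 590 nm; times: reaction incubation of 16 min at room temperature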
FLuc stim CS: firefly luciferase counter-screen for stimulation assays; ATPlite luciferase biochemical, luminescence, 10 min; 0 = ATP-free wells, 1 = DMSO control; activation factor at 10 µM; 200,000 tested, under 10 active; AID 1027;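 active = luciferase activation factor, scaled between plate controls, of at least 2 with compound at 10 µM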
Target sequence (P08659 whole entry, looked up): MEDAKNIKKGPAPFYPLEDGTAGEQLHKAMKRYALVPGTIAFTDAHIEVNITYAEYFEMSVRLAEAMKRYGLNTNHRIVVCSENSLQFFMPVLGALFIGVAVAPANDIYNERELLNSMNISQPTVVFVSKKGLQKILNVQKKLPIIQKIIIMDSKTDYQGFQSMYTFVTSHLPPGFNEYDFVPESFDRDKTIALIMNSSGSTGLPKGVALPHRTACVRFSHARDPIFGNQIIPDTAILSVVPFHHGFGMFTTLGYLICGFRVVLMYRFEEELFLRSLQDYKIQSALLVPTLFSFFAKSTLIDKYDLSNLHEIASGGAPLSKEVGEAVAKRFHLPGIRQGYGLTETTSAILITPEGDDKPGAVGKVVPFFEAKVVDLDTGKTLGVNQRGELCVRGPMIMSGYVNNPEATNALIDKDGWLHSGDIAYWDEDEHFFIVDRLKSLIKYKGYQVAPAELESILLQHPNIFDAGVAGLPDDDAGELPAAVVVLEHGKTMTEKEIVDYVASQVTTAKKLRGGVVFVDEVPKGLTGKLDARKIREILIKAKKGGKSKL
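test system = cell-free luciferase reagent | medium = PBS as buffer for the ATP substrate | dosing = test compounds dosed from 2 mM stocks in 100% DMSO | incubation = 10 min at ambient temperature | detection = luminescence measurement of luciferase light output | benchmarks = low control with PBS replacing ATP, high control enzyme plus ATP without compound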
NF-kB expr up: NF-kB expression increase, human neuronal cells; NF-kB reporter expression; stronger effect = higher value; actives 1.6% (n = 190,000); fold change at 12.5 µM; AID 1239; in the data active = fold change above about 3.3
STAT1 act: increases IFN-gamma driven STAT1 reporter signal | NIH 3T3 STAT1-luciferase reporter, luminescence; 100% = IFN-gamma alone, no compound | activation (% of control), % at 5.5 µM | actives 2.6% (n = 200,000) | AID 932;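 active = activation above the screen-wide mean activation plus 3 SD, cut at about 130% in these data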;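 note: raw ratio to IFN-gamma control signal so 100% means no change and 0% no light; values of inactives mirror those of a sister screen read the other way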
APP 5'UTR act: APP 5'UTR luciferase reporter activation; SH-SY5Y APP 5'UTR luciferase reporter, luminescence; zero percent = DMSO vehicle wells; activation, % at 2 µM; actives 1% (n = 190,000); AID 1276;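 active = activation above a set limit, based on mean plus 3 SD of controls, cut at about 140% in these data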; note: values of inactives mirror those of a sister screen read the other way
G6PDH CS: inhibits Leuconostoc G6PDH, flagging false hits in G6PDH-based assays | Purified L. mesenteroides G6PDH, diaphorase/resazurin coupled fluorescence, 45 min | actives 0.12% (n = 200,000) | inhibition, % at 5 µM | AID 1020; in the data active = inhibition above about 50%
FLuc inhib CS: counter-screen for luciferase assay inhibitors: firefly luciferase inhibition. ATPLite firefly luciferase biochemical luminescence, 10 min. inhibition, % at 10 µM. actives 1.5% (n = 200,000). AID 1006;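 active = inhibition above about 50% when tested at 10 µM, limit read from the data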
Diaphorase act: diaphorase activation or chemical reduction counter-screen. actives 0.005% (n = 190,000). activation factor at 20 µM. Diaphorase/resazurin coupled assay, resorufin fluorescence, 16 min; stronger effect = higher value; 1 = vehicle wells, 0 = NADH-free wells;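 active = diaphorase activity raised at least twofold by the compound at 20 µM; inactive = activation factor below 2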
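test system = bacterial diaphorase enzyme (C. kluyveri) | quantity = enzyme 0.07 U/mL final | reagent = NADH substrate 0.114 mM plus resazurin dye 0.1 mM, final | incubation = 16 min enzyme reaction, ambient temperature | buffer or medium = HEPES pH 7.4 buffer with MgCl2 and Tween 20 | signal = fluorescence of resorufin, 544 nm excitation, 590 nm emission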
APP transl inh: APP translation inhibition; SH-SY5Y APP 5'UTR-luciferase reporter, luminescence; inhibition, % at 2 µM; actives 0.82% (n = 190,000);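 active = inhibition above a set limit, derived from the sample mean plus 3 SD, cut at about 45% in these data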; note: values of inactives mirror those of a sister screen read the other way
Numbers without * were called inactive; / = not tested or not shown; & = joins results of further samples.

SMILES	TLR4-MyD88 BLA	Diaph inh CS	FLuc stim CS	NF-kB expr up	STAT1 act	APP 5'UTR act	G6PDH CS	FLuc inhib CS	Diaphorase act	APP transl inh
CCCC(=O)Nc1ccc(Cl)c(NC(=O)c2cccnc2)c1	-18	11	1	1.1	109	4	-2	-3	0.9	-4
CC(=O)c1c(C)oc2ccc(O)c(CN3CCOCC3)c12	14	-5	1	1	99	4	7	-3	1.1	-4
CC(CCc1ccccc1)NC(=O)C1CCN(S(=O)(=O)c2cnc[nH]2)CC1 (centres undefined)	-1	8	1	0.79	100	23	-13	-1	0.9	-24
Cc1ccc(N(CC(=O)N2CC(=O)Nc3ccccc32)S(=O)(=O)c2ccc3c(c2)OCCO3)cc1	0	20	1.1	0.68	101	7	11	-9	0.8	-7
COc1ccc(CN2CCCC(CNC(=O)c3ccc(F)cc3)C2)c(F)c1 (centres undefined)	-10	-20	1	1	97	-5	10	-1	1.2	5
O=C(COC(=O)c1cccnc1)NC1CCCc2ccccc21 (centres undefined)	4	2	1.1	1.1	99	7	-4	-7	1	-7
O=C(CNC(=S)NC(=O)C1CCCCC1)c1ccccc1	-21	9	0.8	2.5	120	65	6	18	0.9	-65
O=C(N1CCCCCC1)N1CCN(S(=O)(=O)N2CCCCC2)CC1	10	12	1.1	0.94	101	-5	-14	-9	0.9	5
Cn1c(C(=O)NCCCN2CCCCC2)cc2sccc21	8	-5	1	0.9	104	-13	6	-2	1	13
COc1ccc(OC)c(S(=O)(=O)N2CCC(C(=O)Nc3ccc(C)c(C)c3)CC2)c1	6	7	1	0.29	101	-17	3	1	0.9	17
O=C(OCC(=O)N1CCOCC1)c1ccc2c(c1)OCCO2	-8	7	1	1.4	110	-1	3	-1	0.9	1
Cc1[nH]c(=O)c(C(=O)c2ccccc2O)cc1C(=O)O	-22	-2	1.1	1.1	99	12	9	-8	1	-12
c1ccc(CNCC2COc3ccccc3O2)cc1 (centres undefined)	-17	12	1.1	1.6	104	18	3	-10	0.9	-18
Cc1cc(C(=O)OCC(=O)Nc2cc(S(=O)(=O)N(C)C)ccc2C)c(C)o1	7	8	1	0.96	82	2	-2	-4	0.9	-2
Cc1ccc(F)cc1NC(=S)NCCc1ccccc1	-7	10	1.1	0.82	92	-3	-12	-6	0.9	3
CSc1nc2c(c(=O)[nH]1)C(c1cccc(Br)c1)CC(=O)N2 (centres undefined)	-21	-2	1.1	1.1	87	-17	-6	-7	1	17
c1ccc2c(-c3nnc(SCc4cn5ccccc5n4)o3)c[nH]c2c1	-6	26	1	1.4	98	53	11	-2	0.7	-53
Cc1ccc(N2CC(C(=O)NC3CCSC3=O)CC2=O)cc1 (centres undefined)	-8	13	1	1	98	8	-1	-5	0.9	-8
N#CCCN1CCN(S(=O)(=O)c2ccc(S(=O)(=O)NC3CCCC3)cc2)CC1	-14	8	0.8	1.4	100	-12	8	16	0.9	12
Cn1c(=O)cc(OCCCC(=O)NC2CCCC2)c2ccccc21	-4	4	1.1	1.6	90	2	7	-5	1	-2
O=S(=O)(c1ccccc1)c1cc(O)ccc1O	-12	20	1	1.1	86	11	15	-5	0.8	-11
COc1ccc(NC(=O)/C=C/c2cccc(F)c2)cn1	6	12	0.7	3.8*	147*	135*	-1	33	0.9	-135
COc1cc(N)ccc1NC(=O)c1cccs1	7	0	1	0.57	109	27	7	2	1	-27
CC(C)C(NC(=O)C1CCCCC1)C(=O)NCc1ccccn1 (centres undefined)	14	7	1.1	0.98	104	-3	3	-7	0.9	3
CCN1CCN(C(c2cccs2)C(C)NC(=O)c2ccccc2)CC1 (centres undefined)	-7	-2	1	0.93	106	-4	-2	-3	1	4
CCc1c(C)nn(C(=O)/C(C#N)=C\N(C)C)c1C	-16	2	1	1.2	98	-10	-3	-4	1	10
CC(C)(C)C1C=C(Sc2ccccc2)C(=O)O1 (centres undefined)	11	9	1	1.3	108	3	2	3	0.9	-3
COc1ccc(CNS(=O)(=O)c2cc(OCC(N)=O)c(C)cc2Cl)cc1	-2	3	1	0.85	103	24	10	-3	1	-24
O=C(N/N=C/C(c1ccccc1)c1ccccc1)c1ccccc1F	-8	5	1	0.96	102	27	6	-2	1	-27
CCn1nc(C)c(CNC(=O)CC2C(=O)NCCN2CC(C)C)c1C (centres undefined)	5	-2	1	0.94	97	-1	6	-1	1	1
O=C(NCc1ccc2c(c1)OCO2)C1CCCN(S(=O)(=O)c2cccnc2)C1 (centres undefined)	8	5	1.1	0.99	100	11	11	-8	0.9	-11
CCN(CC)S(=O)(=O)c1cc(NC(=O)CNc2c(C)n(C)n(-c3ccccc3)c2=O)ccc1C	5	22	1	1	101	-15	6	-4	0.8	15
CCOc1ncccc1C(=O)Nc1ccc(F)c(F)c1	0	-9	1	1.3	104	-11	1	0	1.1	11
COc1cccc(-c2nc(CS(=O)CC(=O)NCc3ccc4c(c3)OCO4)c(C)o2)c1 (centres undefined)	6	17	1	0.98	106	/	3	-5	0.8	/
COc1ccc(-c2ccc(=O)n(Cc3ccc([N+](=O)[O-])cc3)n2)cc1	-10	29	1.1	0.79	86	-12	7	-5	0.7	12
COC(=O)CN1C(=S)N(Cc2ccccc2)C(=O)C1CC(=O)Nc1ccc(OC)cc1 (centres undefined)	4	16	1	1.1	89	-13	16	-4	0.8	13
CS(=O)(=O)N(Cc1ccccc1)c1ccc(C(=O)NCC2CCCO2)cc1 (centres undefined)	2	3	1	0.92	81	-6	1	0	1	6
O=C(N=Nc1c(O)[nH]c2ccccc12)c1ccc2c(c1)OCO2	3	6	0.1	2.3	69	106	-2	93*	0.9	-106
S=C(Nc1ccccc1)N1CCCCCC1	-3	0	1	1.4	104	3	9	-2	1	-3
CCn1c(SCC(=O)Nc2ccc3c(c2)OCO3)nnc1-c1ccccc1O	21	8	1	0.93	103	7	6	-4	0.9	-8
CCn1c(Cc2ccc(OC)cc2)nnc1SCC(=O)Nc1cccc(C(=O)OC)c1	-11	-8	1	1.7	92	-9	5	0	1.1	9
O=C(Cc1ccccc1Cl)N1CCN(c2ccccn2)CC1	8	17	1	1.1	97	2	-2	-4	0.8	-2
CCCNc1nc2c(c(=O)[nH]c(=O)n2C)n1CCCc1ccccc1	-9	15	1.1	1.1	99	1	4	-10	0.9	-1
CN(C(=O)c1ccccc1Cl)c1ccccc1	-5	1	1.1	1.2	95	2	5	-6	1	-2
Cc1ccc(Cn2ccsc2=NC(=O)CCl)cc1	10	-9	1	0.29	68	1	13	-2	1.1	-1
O=C(Cc1cc(=O)[nH][nH]1)N/N=C/C(Cl)=C/c1ccccc1	0&-4	7&3	1&1	1.1&0.93	103&98	8&-1	-1&-2	3&0	0.9&1	-8&1
CCc1nnc(NC(=O)CN2C(=O)/C(=C/c3ccc(OC)c(OC)c3)SC2=S)s1	0	10	1	1.1	105	14	7	0	0.9	-14
COc1ccc(C(C#N)C2(C)OCCO2)cc1OC (centres undefined)	-4	-5	1	1	100	-3	0	-3	1.1	3
NC(=O)N=Nc1c(O)[nH]c2c(Br)cc(Br)cc12	0	7	1.1	1.1	113	-1	1	-8	0.9	1
CCn1c(=O)c2c3c(sc2n2cnnc12)CCC3	7	11	1	0.97	92	6	-1	-4	0.9	-6

Additional records follow:
SMILES	TLR4-MyD88 BLA	Diaph inh CS	FLuc stim CS	NF-kB expr up	STAT1 act	APP 5'UTR act	G6PDH CS	FLuc inhib CS	Diaphorase act	APP transl inh
COc1ccc(/C=C/C(=O)NCc2cn(C)nc2C)cc1COc1ccc(Br)cc1	-2	22	1	0.65	101	17	0	0	0.8	-17
N=c1oc2ccc3ccccc3c2cc1-c1nnc2n1CCCCC2	4	25	1.1	1.1	105	1	3	-5	0.8	-1
Cc1cc(/C=C(\C#N)c2nnc(N3CCOCC3)n2-c2ccccc2)c(C)n1-c1ccccc1	2	9	1	0.44	102	20	17	-4	0.9	-20
Cc1ccc(S(=O)(=O)N(Cc2cc3cccc(C)c3[nH]c2=O)c2ccccc2)cc1	4	6	1	0.9	91	14	-39	-4	0.9	-14
Cc1cs/c(=N\N=C\c2ccc(O)cc2)n1Cc1ccco1	-2	21	1	4.1*	116	17	-3	-1	0.8	-17
O=C(Nc1ccc(C2CCCCC2)cc1)C1CCCN(c2ncccn2)C1 (centres undefined)	/	8	1	/	/	/	14	1	0.9	/
Cc1ccc(S(=O)(=O)N/N=C/C(C)(C)CO)cc1	3	7	1	1.1	105	-5	1	-5	0.9	5
CN(c1cccc(NC(=O)CSc2ccc(Cl)cc2)c1)S(C)(=O)=O	-6	10	1.1	1.2	95	7	2	-6	0.9	-7
CNc1nc2c(c(=O)n(C)c(=O)n2C)n1Cc1ccccc1	-6	14	1	0.82	85	3	0	-3	0.9	-3
CCCCc1nnc(NC(=O)C2CC(=O)N(c3ccc4c(c3)OCCO4)C2)s1 (centres undefined)	-3	15	1	1.2	95	4	-14	-4	0.9	-4

Profiles, quoted from the list. Values in the order: TLR4-MyD88 BLA | Diaph inh CS | FLuc stim CS | NF-kB expr up | STAT1 act | APP 5'UTR act | G6PDH CS | FLuc inhib CS | Diaphorase act | APP transl inh
Cc1cs/c(=N\N=C\c2ccc(O)cc2)n1Cc1ccco1 is entered as -2 | 21 | 1 | 4.1* | 116 | 17 | -3 | -1 | 0.8 | -17
CN(c1cccc(NC(=O)CSc2ccc(Cl)cc2)c1)S(C)(=O)=O is entered as -6 | 10 | 1.1 | 1.2 | 95 | 7 | 2 | -6 | 0.9 | -7
O=C(Nc1ccc(C2CCCCC2)cc1)C1CCCN(c2ncccn2)C1 (centres undefined) is entered as / | 8 | 1 | / | / | / | 14 | 1 | 0.9 | /

New compounds follow.
SMILES	TLR4-MyD88 BLA	Diaph inh CS	FLuc stim CS	NF-kB expr up	STAT1 act	APP 5'UTR act	G6PDH CS	FLuc inhib CS	Diaphorase act	APP transl inh
CCOc1cc(C2C(C(=O)O)c3cc(OCC)c(OCC)cc3C(=O)N2C)ccc1O (centres undefined)	-2	15	1.1	0.99	105	-7	-3	-6	0.8	7
O=C(CSc1n[nH]c(-c2ccccc2)n1)NC(=O)NCc1ccco1	2	34	1	0.91	100	-21	6	-2	0.7	21
CC(C)(O)C#Cc1ccc(CN2CCN(Cc3ccccc3)C(CCO)C2)cc1 (centres undefined)	-7	20	1	/	87	15	17	-2	0.8	-15
Cc1nn(C)cc1CNC(=O)C1C2CCC(O2)C1C(=O)O (centres undefined)	3	15	1.1	1	99	14	0	-5	0.8	-14

A different layout for 3 compounds above.
mol | TLR4-MyD88 BLA | Diaph inh CS | FLuc stim CS | NF-kB expr up | STAT1 act | APP 5'UTR act | G6PDH CS | FLuc inhib CS | Diaphorase act | APP transl inh
O=S(=O)(c1ccccc1)c1cc(O)ccc1O | -12 | 20 | 1 | 1.1 | 86 | 11 | 15 | -5 | 0.8 | -11
COc1ccc(OC)c(S(=O)(=O)N2CCC(C(=O)Nc3ccc(C)c(C)c3)CC2)c1 | 6 | 7 | 1 | 0.29 | 101 | -17 | 3 | 1 | 0.9 | 17
O=C(Cc1cc(=O)[nH][nH]1)N/N=C/C(Cl)=C/c1ccccc1 | 0&-4 | 7&3 | 1&1 | 1.1&0.93 | 103&98 | 8&-1 | -1&-2 | 3&0 | 0.9&1 | -8&1
